# FXN GAA850 act: FXN promoter activators, primary screen, cell-based, luciferase luminescence, HEK293 lucGAA850; HEK293 lucGAA850 FXN promoter luciferase reporter, 24 h; percent of 10 µM SAHA response; activation, % at 6 µM; hit rate 0.56% among 360,000;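 active = activation above the average of all compounds screened plus 3 SD, cutoff fixed separately per campaign, cut at about 7.5% in these data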;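 note: 0% = DMSO wells and 100% = 10 µM SAHA wells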
# NPR2 activator: human GC-B receptor activators, primary screen, HEK293 GC-B cells, cGMP TR-FRET, EC30 CNP; 0% at EC30 CNP, 100% saturating CNP; activation, % at 10 µM; hit rate 0.11% among 370,000;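 active = activation at 10 µM reaching about 35% in either raw or pattern-adjusted values, limit read from the data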
# Target sequence (P20594 whole entry, looked up): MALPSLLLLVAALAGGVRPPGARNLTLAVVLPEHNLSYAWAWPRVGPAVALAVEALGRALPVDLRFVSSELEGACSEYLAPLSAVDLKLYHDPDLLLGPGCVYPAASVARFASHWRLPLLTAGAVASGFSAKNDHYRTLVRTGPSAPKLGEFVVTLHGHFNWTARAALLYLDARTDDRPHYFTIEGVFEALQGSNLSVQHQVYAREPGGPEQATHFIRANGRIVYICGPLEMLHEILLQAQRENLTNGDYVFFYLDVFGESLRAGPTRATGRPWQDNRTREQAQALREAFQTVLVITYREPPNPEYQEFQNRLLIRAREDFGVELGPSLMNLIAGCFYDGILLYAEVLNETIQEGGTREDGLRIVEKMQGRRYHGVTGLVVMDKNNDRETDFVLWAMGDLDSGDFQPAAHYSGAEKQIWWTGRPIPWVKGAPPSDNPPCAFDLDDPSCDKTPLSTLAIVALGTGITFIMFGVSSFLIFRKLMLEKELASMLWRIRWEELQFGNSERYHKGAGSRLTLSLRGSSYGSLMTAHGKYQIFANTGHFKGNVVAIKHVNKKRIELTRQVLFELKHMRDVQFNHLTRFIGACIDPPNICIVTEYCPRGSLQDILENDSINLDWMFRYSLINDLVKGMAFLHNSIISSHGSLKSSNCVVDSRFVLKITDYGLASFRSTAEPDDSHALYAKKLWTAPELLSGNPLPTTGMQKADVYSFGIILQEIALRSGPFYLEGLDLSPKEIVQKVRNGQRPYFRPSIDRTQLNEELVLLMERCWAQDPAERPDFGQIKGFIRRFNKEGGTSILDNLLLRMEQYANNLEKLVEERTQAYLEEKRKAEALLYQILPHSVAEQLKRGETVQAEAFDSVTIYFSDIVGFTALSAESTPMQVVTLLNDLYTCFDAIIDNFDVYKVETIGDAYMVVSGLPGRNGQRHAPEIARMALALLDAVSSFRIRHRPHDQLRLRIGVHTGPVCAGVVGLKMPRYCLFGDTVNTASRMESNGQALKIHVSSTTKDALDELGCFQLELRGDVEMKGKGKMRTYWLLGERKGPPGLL
# NPR1 activator: GC-A stimulated cGMP production enhancers – HEK293 GC-A cells, cGMP TR-FRET, EC30 ANP, primary screen; Atrial natriuretic peptide receptor 1 (Homo sapiens), P16066; 0% at EC30 ANP, 100% saturating ANP; activation, % at 10 µM; hit rate 0.14% among 370,000; in the data active = activation above about 40%
# ADAM10 inh: human ADAM10 inhibitors, primary screen, biochemical, QFRET, HTS. recombinant ADAM10, EDANS/DABCYL FRET peptide cleavage, 3 h. inhibition, % at 7 µM. hit rate 0.62% among 370,000. AID 720582, 2013;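 active = inhibition above a per-campaign cutoff equal to the mean of compounds falling between control-based bounds plus 3 SD, cut at about 20% in these data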;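 note: 0% = DMSO wells while the 100% control is not disclosed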
# hcDAF-12 act: H. contortus DAF-12 nuclear receptor activators, primary screen, cell-based, luminescence, HEK293, lit1-tk-luc reporter | HEK293 hcDAF-12 lit1-tk-luc reporter; 0% DMSO, 100% Δ7-dafachronic acid | activation, % at 6.8 µM | hit rate 1.4% among 370,000 | AID 652067, 2013;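 active = activation above the mean of all tested compounds plus 3 SD, cut at about 5.5% in these data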;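 note: 100% = response to 3 µM Δ7-dafachronic acid high control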
# DAX1 inh-1: DAX1 (NR0B1) inhibitors, primary screen, cell-based, HEK293, Gal4-DAX1, luciferase luminescence. Nuclear receptor subfamily 0 group B member 1 (Homo sapiens), P51843. HEK293 Gal4-DAX1 luciferase reporter. inhibition, % at 6.75 µM. hit rate 0.99% among 340,000. AID 504766, 2011;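 active = inhibition above the mean over all tested compounds plus 3 SD, cut at about 4.2% in these data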;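 note: 0% = DAX1-transfected cells with DMSO and 100% = empty-vector control cells with DMSO; inhibition shows as a rise in luminescence from relieved DAX1 repression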
# HGIII-sPLA2 inh: human group III sPLA2 inhibitors, primary screen, biochemical, QFRET, BODIPY PC-A2 liposome substrate | Group 3 secretory phospholipase A2 (Homo sapiens), Q9NZ20 | hit rate 0.56% among 370,000 | inhibition, % at 12.2 µM | QFRET BODIPY PC-A2 liposome hydrolysis, fluorescence | AID 743126, 2013;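 active = inhibition above mean plus 3 SD of compounds lying within the high and low control bounds, cut at about 19% in these data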;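 note: 0% = median of test compound wells and 100% = no enzyme DMSO wells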
# ssDAF12 agonist: S. stercoralis DAF-12 nuclear receptor activators, primary screen, cell-based, luminescence, HEK293, GRIP1 co-expression, lit1-tk-luc; HEK293 ssDAF-12/GRIP1 lit1-tk-luc reporter; % of 3 µM dafachronic acid response; AID 652126, 2013; hit rate 1% among 370,000; Nuclear hormone receptor DAF-12 (Strongyloides stercoralis); activation, % at 6.8 µM;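 active = activation above the mean over all tested compounds plus 3 SD, cut at about 0.9% in these data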;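 note: 0% = DMSO-only wells and 100% = 3 µM delta7-dafachronic acid wells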
# DAX1 inh-2: DAX1 (NR0B1) inhibitors on StAR promoter, primary screen, cell-based, luminescence, SF-1 (NR5A1), full-length DAX-1; inhibition, % at 6.8 µM; HEK293T StAR-luciferase reporter, SF-1/DAX-1 repression relief; AID 652010, 2013; hit rate 1.1% among 370,000;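 active = inhibition above the mean over all tested compounds plus 3 SD, cut at about 3.6% in these data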;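 note: 0% = DAX-1 cells with DMSO and 100% = cells lacking DAX-1 with DMSO; higher inhibition means more luminescence from relief of DAX-1 repression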
# hgDAF-12 ag: H. glycines DAF-12 receptor agonists, primary screen, cell-based, luminescence, HEK293, GAL4 fusion, UAS-luciferase; Nuclear hormone receptor DAF-12 (Heterodera glycines), GAL4 fusion; HEK293 GAL4-hgDAF12 UAS-luciferase reporter, agonist luminescence; normalized to butyrate control; activation, % at 6.8 µM; hit rate 1.8% among 370,000; AID 687014, 2013;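 active = activation above a cutoff set at the mean of all screened compounds plus 3 SD, cut at about 10% in these data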;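 note: 0% = DMSO wells and 100% = sodium butyrate wells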
# SMARCA2 activ: SMARCA2 (BRM) function activators, primary screen, cell-based, luminescence, high throughput; activation, % at 9.1 µM; hit rate 1% among 370,000; MG213 cells, MMTV-luciferase reporter, dexamethasone, overnight; in the data active = activation above about 7.8%;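 note: 0% = vehicle wells and 100% = reference activator wells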
# * marks the source's active call; other numbers are inactive results; x = not tested or not shown.
# Second line of a record – DAX1 inh-1, HGIII-sPLA2 inh, SMARCA2 activ, DAX1 inh-2, hcDAF-12 act, ADAM10 inh, NPR1 activator, hgDAF-12 ag, NPR2 activator, ssDAF12 agonist, FXN GAA850 act
C=C1CCN([C@H](C(=O)NCc2ccc(OC)cc2)C(C)C)S(=O)(=O)c2ccccc21
 : -0.6, -0.3, -0.7, -0.3, -0.7, -7.4, -2.8, 0.3, -0.3, -1.4, 0.5
COc1ccc(C2C(C#N)=C(N)N(Nc3ccccc3)C3=C2C(=O)CC(C)(C)C3)cc1C (configuration not stated)
 : -1.3, -5.9, -5.3, -1.4, -2.3, -71.9, -10.8, -4.2, -9.9, -1.6, 0.1
O=C(NN=Cc1ccccc1Cl)C(=O)Nc1cccc(C(F)(F)F)c1
 : x, 2.2, 0.8, 0.3, -0.9, 3.7, -1.3, -0.8, -3.2, -0.9, x
COc1ccc(C2CC(=O)C(C=NCC(C)C)=C(O)C2)cc1 (configuration not stated)
 : -1.3, -3.6, -1.2, 0.4, 0.2, -1.9, 0.6, -0.7, -3.3, -1.4, 0.7
OCC1CCCN(C2CCN(Cc3nc(Cc4cccc(C(F)(F)F)c4)no3)CC2)C1 (configuration not stated)
 : -0.5, 1.4, 1.5, 0.6, -1.2, 4.2, -0.3, 1.3, 1.0, -1.5, 1.4
COCCN(C(=O)c1ccc(N2CCCC2=O)cc1)c1c(N)n(CC(C)C)c(=O)[nH]c1=O
 : 0.0, 6.4, 0.0, 2.3, -0.3, -3.4, 1.0, 0.7, 0.2, -1.3, 0.8
CCN(CC(=O)Nc1ccc(NC(C)=O)cc1)C(=O)c1cccc(S(=O)(=O)N2c3ccccc3CC2C)c1 (configuration not stated)
 : -1.9, -0.9, -2.4, 1.9, -0.8, -6.0, 4.9, 1.7, 8.8, -0.9, -1.0
Cc1ccccc1Cn1nc(C)c(NC(=O)c2noc3c2CC(C(C)(C)C)CC3)c1C (configuration not stated)
 : -0.4, -0.9, -3.1, -0.5, -2.7, -4.6, -0.2, -0.3, -3.8, -1.1, -0.2
CC1CN(C(=O)Cc2ccc(-c3ccccc3)cc2)CC(C)O1 (configuration not stated)
 : -0.2, -1.9, -1.5, 0.0, -1.7, 0.9, 2.9, -2.9, -0.3, -1.5, 0.8
O=C(NCCCn1ccnc1)c1cccc(Cl)c1
 : 2.9, 1.1, -2.4, -0.4, -2.3, -0.5, 1.8, -1.5, 2.4, -0.9, -0.1
C[C@@H]1CN([C@H](C)CO)C(=O)CCCn2nncc2CO[C@H]1CN(C)S(=O)(=O)c1ccc2ccccc2c1
 : 0.7, 7.0, -4.2, -0.7, 1.6, -6.4, -2.6, -1.3, -5.1, -1.3, 0.4
CC(NC(=O)Nc1ccccc1F)C(C)(C)C (configuration not stated)
 : -1.0, 0.0, -0.3, -0.4, 0.3, 0.7, -1.9, 0.3, 7.1, -1.1, -1.0
COC(=O)[C@]12C[C@H](CC(=O)NCc3cccs3)C(=O)N(Cc3ccc(Cl)cc3Cl)C1=C[C@H](C(C)(C)C)O[C@@H]2C
 : x, -6.8, -6.2, -1.8, -0.6, 4.3, -7.7, 0.4, -13.2, -1.1, x
Cc1cc(C)c2c(ccc3ccccc32)n1
 : 2.3, 4.4, -1.4, -0.4, -2.1, -54.4, -1.7, -1.5, -4.5, -1.3, 3.4
CCNC(=S)NNc1nc(N2CCCCC2)nc(N2CCOCC2)n1
 : -0.5, 11.0, -3.6, -0.5, -2.1, -11.8, -2.4, -1.2, 1.6, -1.5, -0.6
COc1ccc(CCNC(=O)CN2CCCc3ccccc32)cc1OC
 : -0.7, -3.6, -1.8, -0.1, 3.0, -10.4, 0.5, 2.0, 2.4, -0.3, 0.0
Cc1ccc(CNS(=O)(=O)c2ccc([N+](=O)[O-])cc2)cc1
 : 1.2, -14.4, -3.0, -0.1, -0.2, 9.2, 2.1, -1.3, -2.7, -2.2, -1.1
CC(Oc1ccc(F)cc1)C(=O)Nc1ccc(N2CCOCC2)cc1N1CCOCC1 (configuration not stated)
 : 0.6, 5.6, -0.7, 0.6, -0.2, -4.8, 1.1, 1.2, 4.6, -0.8, 0.9
C#CCOCCOCCOCCNc1nc(N2CCN(C(=O)Cn3cc(CC(C)O)nn3)CC2)nc(N2CCN(C(=O)[C@H]([C@@H](C)CC)n3cc(CCCCN)nn3)CC2)n1 (some centres not stated)
 : 2.1, -5.4, -0.7, 0.0, -1.2, -4.1, -0.1, -0.2, 0.4, -0.9, -0.5
COc1ccccc1C(=O)C1CCCN(C(=O)c2cc(CC(C)C)nc(C)n2)C1 (configuration not stated)
 : -0.5, 0.0, 2.2, -0.6, 0.6, -0.5, 4.2, -0.3, 3.9, -1.2, 2.5
CCc1ccc(NC(=S)N(CCOC)C2CCN(C(C)=O)CC2)cc1
 : 1.9, 6.0, -0.3, 0.1, -0.8, -5.0, 0.9, -0.1, 5.6, -1.3, -0.1
NC(=O)c1sc2nc3c(cc2c1N)CCC3
 : 1.5, 6.4, -1.8, 0.1, -1.3, -21.3, -2.0, 9.1, 0.4, -1.2, -1.1
COc1ccc(-c2nc(CS(=O)CC(=O)NCc3ccc4c(c3)OCO4)c(C)o2)cc1 (configuration not stated)
 : -1.0, -3.7, -0.2, -1.8, 0.0, 4.6, 0.0, -0.2, -4.4, -1.2, 1.2
COc1ccc(NC(=O)CSc2nnnn2-c2ccccc2F)cc1
 : 1.6, -8.8, 0.6, -0.2, -2.3, 4.1, 2.1, 1.7, 1.3, -1.3, 1.9
Cc1cc(C)c(C(=O)C(C)OC(=O)Cc2n[nH]c(=O)c3ccccc23)cc1C (configuration not stated)
 : 1.1, -2.4, -1.7, -0.5, -2.5, 2.3, -0.2, -0.6, -0.2, -0.8, -0.1
C=CCn1c(SCc2nc3ccccc3c(=O)[nH]2)nnc1-c1cc2cc(Cl)ccc2o1
 : -0.2, -1.4, -0.7, 0.1, -1.4, 1.4, 3.7, 1.5, 5.8, -1.1, 6.2
COc1ccc(NC(=O)c2ccc(COc3ccccc3Br)o2)cc1OC
 : 0.1, -26.6, 1.8, 0.8, -2.9, 9.6, 2.7, -2.4, 3.0, -1.7, -0.7
Cc1ccc(S(=O)(=O)CC(=O)Nc2nc(-c3ccccc3)cs2)cc1
 : 1.1, -39.6, -0.7, -1.3, -1.2, 12.9, 8.2, -2.1, -5.7, -1.4, 2.1
Cc1cc(C)c(-c2csc(Cc3nc(-c4cc5ccccc5oc4=O)cs3)n2)cc1C
 : -0.7, 11.8, -3.1, -0.4, -1.0, -47.6, -2.7, -0.8, -4.5, -1.3, 1.2
O=C(CNC(=O)c1ccccc1)NCC1COc2ccccc2O1 (configuration not stated)
 : -0.1, 2.2, -0.5, 0.2, 1.7, 8.0, -0.5, 0.4, 2.9, -0.2, -1.7

# Fetched by compound from the entries so far:
# Second line of a record – DAX1 inh-1, HGIII-sPLA2 inh, SMARCA2 activ, DAX1 inh-2, hcDAF-12 act, ADAM10 inh, NPR1 activator, hgDAF-12 ag, NPR2 activator, ssDAF12 agonist, FXN GAA850 act
COc1ccc(C2C(C#N)=C(N)N(Nc3ccccc3)C3=C2C(=O)CC(C)(C)C3)cc1C (configuration not stated)
 : -1.3, -5.9, -5.3, -1.4, -2.3, -71.9, -10.8, -4.2, -9.9, -1.6, 0.1
C[C@@H]1CN([C@H](C)CO)C(=O)CCCn2nncc2CO[C@H]1CN(C)S(=O)(=O)c1ccc2ccccc2c1
 : 0.7, 7.0, -4.2, -0.7, 1.6, -6.4, -2.6, -1.3, -5.1, -1.3, 0.4

# Carrying on.
# Second line of a record – DAX1 inh-1, HGIII-sPLA2 inh, SMARCA2 activ, DAX1 inh-2, hcDAF-12 act, ADAM10 inh, NPR1 activator, hgDAF-12 ag, NPR2 activator, ssDAF12 agonist, FXN GAA850 act
Cc1ccc(CC(=O)NCCC(=O)O)cc1
 : 0.6, 9.1, 2.1, 0.0, -1.8, 4.3, -2.5, 0.9, 0.5, -1.7, -0.8
CC(=O)Nc1ccc(N(C(=O)CNC(=O)c2ccco2)C(C(=O)NC2CCCC2)c2ccco2)cc1 (configuration not stated)
 : 2.1, 8.6, -2.0, 0.0, -3.2, -6.8, 2.0, -1.2, -0.3, -0.6, -1.7
Cc1ccc(S(=O)(=O)N2C[C@H]3C(=O)C[C@@H](c4ccccc4)N(S(=O)(=O)c4ccc(C)cc4)[C@H]3C[C@H]2c2ccc(Cl)cc2)cc1
 : -1.1, -7.2, -4.7, -1.2, -1.6, -9.4, -0.4, 0.0, 3.0, -0.4, 0.6
Cc1onc(-c2ccccc2)c1C(=O)OCC(=O)N(C)c1c(N)n(Cc2ccccc2)c(=O)[nH]c1=O
 : 0.5, 6.7, -1.4, -0.2, -1.6, -2.3, -5.9, -2.4, 1.1, -0.5, -1.8
COc1ccccc1CNCC(=O)N1CC(=O)Nc2ccccc21
 : 2.9, 5.7, -0.7, -0.1, -1.3, -11.3, -0.4, -2.3, -3.3, -2.0, 1.6
O=C(NCC1(N2CCOCC2)CCCCC1)c1ccc(S(=O)(=O)Nc2ccccc2F)cc1
 : 1.0, -9.6, 0.2, 1.8, -0.6, -15.6, 3.0, 1.7, 1.4, -1.0, 2.8
COc1ccccc1CNC(=O)COc1ccc(S(=O)(=O)N2CCOCC2)cc1C
 : -0.9, 3.6, 2.0, -0.8, -0.6, -2.7, 2.3, 0.7, -1.7, -1.4, -1.8
CCN(CC)CCN(Cc1cc2ccc(C)cc2[nH]c1=O)C(=O)Nc1ccc(Cl)cc1
 : 0.8, -8.1, -0.8, 0.0, 0.4, 0.6, -20.0, -2.9, -8.6, -1.2, 0.6
O=C(C1CCCN1S(=O)(=O)c1ccccc1)N1CCc2ccccc2C1 (configuration not stated)
 : x, -2.4, -4.1, -0.6, -0.9, 5.1, 2.0, -1.4, -1.4, -1.1, x
COc1ccc(C(CNC(=O)c2ccc(N3CCCC3=O)cc2)N(C)C)cc1 (configuration not stated)
 : -0.9, -0.4, -1.6, -0.5, -1.2, -5.7, -0.5, -2.5, -6.6, -1.4, 1.5
COc1ccc(CN(Cc2cccn2C)S(=O)(=O)c2ccc(C)cc2)cc1
 : 1.8, -29.5, -0.4, 0.1, -2.4, 12.6, -3.9, -3.5, 2.6, -1.7, 2.1
CCCn1c(O)c(/C=C2\C=NN=C2c2ccccc2)sc1=S
 : 2.1, -11.0, -0.9, -0.4, 3.3, 11.1, -1.4, -1.1, -15.7, -1.1, 2.6

# Source: PubChem BioAssay
